Pf Dd2 growth – inhibitors of Plasmodium falciparum Dd2 growth; 94,000 tested, 2.3% active; P. falciparum Dd2 growth, SYBR Green, 72 h; stronger effect = lower value; activity change, % at 10 µM; in the data active means activity change below about -80%; inconclusive means no clear call, values can overlap the other calls
Tcruzi prolif – T. cruzi proliferation inhibition | T. cruzi beta-gal in NIH3T3, GalScreen luminescence, 90 h | inhibition, % at 8.34 µM | 77,000 tested, 5.9% active;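 active means mean inhibition above about 93%, with at least 55% of replicates each passing it, limit read from the data, passing the limit was not always enough; inconclusive means only one of those two conditions holds; inactive means neither condition holds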
C diff growth – blocks growth of Clostridium difficile | 86,000 tested, 0.25% active | Clostridium difficile clinical isolate growth, OD600, 24 h; stronger effect = lower value | growth activity, negative = inhibition, % at 16 µg/mL (by protocol);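 active means mean growth activity at or below -80% and every replicate also at or below -80%; inconclusive means mean at or below -80% but some replicate above -80%; inactive means mean growth activity above -80%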;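 further: 0% = DMSO wells and -100% = levofloxacin 16 µg/mL wells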
KDM4C inh – inhibitors of human demethylase GASC-1 KDM4C; GST-KDM4C 2-372, H3K9me3 peptide, LANCE TR-FRET; inhibition, % at 12.5 µM; 96,000 tested, 0.15% active; AID 720574;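 active means mean replicate inhibition above about 25%, with at least 55% of replicates also reaching it, limit read from the data, passing the limit was not always enough; inconclusive means only one of those two conditions met; inactive means neither condition met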
Target sequence (Q9H3R0 2-372 limits assumed): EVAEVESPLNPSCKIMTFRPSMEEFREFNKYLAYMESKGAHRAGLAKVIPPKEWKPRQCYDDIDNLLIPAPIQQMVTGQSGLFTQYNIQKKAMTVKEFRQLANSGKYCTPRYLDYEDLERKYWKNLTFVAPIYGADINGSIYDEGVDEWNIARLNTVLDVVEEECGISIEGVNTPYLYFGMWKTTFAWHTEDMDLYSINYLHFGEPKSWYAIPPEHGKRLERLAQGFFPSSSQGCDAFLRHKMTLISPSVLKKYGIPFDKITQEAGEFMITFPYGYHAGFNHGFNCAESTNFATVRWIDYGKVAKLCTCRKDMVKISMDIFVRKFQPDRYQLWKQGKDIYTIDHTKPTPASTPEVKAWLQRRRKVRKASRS
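Test system – GST-tagged GASC-1 (JMJD2C) catalytic fragment, aa 2-372 · Medium – HEPES buffer, pH 7.5, plus ascorbate · Reagent – H3K9me3 peptide with Fe(II)/2OG · Compound – one test concentration per compound · Timing – 30 min reaction, 60 min detection, RT · Technique – TR-FRET with Eu antibody and ULight streptavidin, EDTA stop · Read-out basis – inhibition from TR-FRET ratio decrease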
An asterisk follows results filed as active; ? = inconclusive; . = no result given; & = joins results of further samples. Random draw from the library, and some 7.2% of all compounds hit somewhere here.

SMILES | Pf Dd2 growth | Tcruzi prolif | C diff growth | KDM4C inh
CNC[C@H]1Oc2cc(-c3ccncc3)ccc2S(=O)(=O)N([C@@H](C)CO)C[C@H]1C | -16 | 69 | 0 | 3.2
O=C(C[C@H]1C=C[C@@H](NC(=O)Nc2cc(F)ccc2F)[C@H](CO)O1)Nc1ccccc1 | 20 | -10 | . | 0.3
COc1ccc(NC(=O)N(C)C[C@@H]2OCCCC[C@@H](C)Oc3ccc(NC(=O)c4ccncc4)cc3C(=O)N([C@@H](C)CO)C[C@H]2C)cc1 | 13 | 46 | 2 | 0.7
O=C(CC1CC1)N1CC2(C1)[C@@H](c1ccccc1)[C@@H](CO)N2C(=O)C1CCOCC1 | 15 | . | -3 | -1.9
COc1ccc2c3c([nH]c2c1)[C@@H](CO)N(Cc1cccc(Cl)c1)CC31CN(C)C1 | -46 | . | 2 | 0.2
Cc1ccc(S(=O)(=O)Nc2ccc3c(c2)CC(=O)N([C@H](C)CO)C[C@@H](C)[C@@H](CN(C)Cc2ccccc2)O3)cc1 | -17 | . | -9 | -1.3
O=C(c1ccccn1)N1CC2(C1)[C@@H](c1ccccc1)[C@@H](CO)N2C(=O)C1CCC1 | 3 | . | -2 | -1.3
O=C(Nc1cc(F)ccc1F)N1CC(=O)N2[C@@H](CO)[C@@H](c3ccc(C#CC4CCCC4)cc3)[C@@H]2C1 | -38 | . | 3 | -0.3
C/C=C/c1ccc2c(c1)O[C@@H](CN(C)C(=O)Nc1ccc(OC)cc1)[C@@H](C)CN([C@H](C)CO)S2(=O)=O | -48 | 54 | -3 | 1.4
CN1C(=O)c2cc(NC(=O)c3cccc(F)c3)ccc2OC[C@@H]2O[C@H](CC(=O)O)CC[C@H]21 | 0 | 30 | -2 | 1.7
COc1ccc(CN2C[C@@H](O)COC[C@H]3O[C@H](CC(=O)N(C)C)CC[C@@H]32)cc1 | 6 | 52 | 1&-5 | -3.3
O=C(N[C@@H]1CC[C@H](CCn2cc(C3(O)CCCC3)nn2)O[C@@H]1CO)C1CCOCC1 | -4 | 39 | . | -0.8
CCCN(C)C[C@H]1Oc2ncc(C#CCN(C)C)cc2C(=O)N([C@H](C)CO)C[C@@H]1C | 9 | -12 | 4 | 0.7
COc1ccc(S(=O)(=O)N(C)C[C@H]2Oc3ccc(NC(=O)C4CC4)cc3CC(=O)N([C@H](C)CO)C[C@H]2C)cc1 | 3 | 36 | 5 | -1.0
COc1ccc(CN2C[C@@H](O)COC[C@@H]3O[C@@H](CC(=O)NCc4ccccc4Cl)CC[C@H]32)cc1 | -5 | 8 | -4&-6 | 2.3
O=C(NC[C@H]1CC[C@@H]2[C@@H](CN2S(=O)(=O)c2ccccc2[N+](=O)[O-])O1)C1CCC1 | 26 | . | -4 | .
C[C@@H]1CN([C@@H](C)CO)C(=O)c2cc(NS(=O)(=O)c3cccs3)ccc2O[C@H]1CN(C)Cc1ccc(Cl)c(Cl)c1 | -2 | 14 | 6 | -2.7
O=C(C[C@@H]1C=C[C@@H](NC(=O)Cc2cccnc2)[C@@H](CO)O1)NCc1ccc2c(c1)OCO2 | 17 | -14 | . | 0.8
O=S(=O)(Cc1ccccc1)N1CCCCN2[C@H](CO)[C@@H](c3ccc(C#Cc4ccccc4)cc3)[C@@H]2C1 | -29 | 92 | 17 | -3.3
COc1ccc(CN(C)C[C@H]2OCCCC[C@@H](C)Oc3ccc(NS(=O)(=O)c4cccs4)cc3C(=O)N([C@H](C)CO)C[C@@H]2C)cc1 | 1 | -5 | 13 | -0.2

4 of the compounds above, as labelled records.
O=C(N[C@@H]1CC[C@H](CCn2cc(C3(O)CCCC3)nn2)O[C@@H]1CO)C1CCOCC1
- Pf Dd2 growth: -4
- Tcruzi prolif: 39
- C diff growth: .
- KDM4C inh: -0.8

CCCN(C)C[C@H]1Oc2ncc(C#CCN(C)C)cc2C(=O)N([C@H](C)CO)C[C@@H]1C
- Pf Dd2 growth: 9
- Tcruzi prolif: -12
- C diff growth: 4
- KDM4C inh: 0.7

COc1ccc(S(=O)(=O)N(C)C[C@H]2Oc3ccc(NC(=O)C4CC4)cc3CC(=O)N([C@H](C)CO)C[C@H]2C)cc1
- Pf Dd2 growth: 3
- Tcruzi prolif: 36
- C diff growth: 5
- KDM4C inh: -1.0

COc1ccc(CN2C[C@@H](O)COC[C@@H]3O[C@@H](CC(=O)NCc4ccccc4Cl)CC[C@H]32)cc1
- Pf Dd2 growth: -5
- Tcruzi prolif: 8
- C diff growth: -4&-6
- KDM4C inh: 2.3

(continued)
SMILES | Pf Dd2 growth | Tcruzi prolif | C diff growth | KDM4C inh
COc1ccc(CN(C)C[C@H]2Oc3ccc(NC(=O)Nc4ccc(C(F)(F)F)cc4)cc3C(=O)N([C@H](C)CO)C[C@@H]2C)cc1 | -23 | 49 | -3 | -1.1
O=C(c1cccc(F)c1)N1CCCCN2[C@H](CO)[C@H](c3ccc(-c4ccccc4)cc3)[C@@H]2C1 | -7 | 102* | 3 | -0.6
CCC(=O)N1CCCCN2[C@H](CO)[C@@H](c3ccc(C#Cc4cccnc4)cc3)[C@@H]2C1 | 19 | 44 | 9 | -1.3
CC(C)NC(=O)N(C)C[C@@H]1OCCCC[C@@H](C)Oc2ccc(NS(=O)(=O)c3ccccc3)cc2C(=O)N([C@@H](C)CO)C[C@@H]1C | -15 | -52 | 4 | 0.4
Cc1ccccc1-c1cnc2c(c1)C(=O)N([C@@H](C)CO)C[C@H](C)[C@H](CN(C)Cc1ccccc1F)O2 | -25 | 49 | 2 | 0.4
O=C(O)C[C@@H]1C[C@H]2c3cc(NC(=O)Nc4ccccc4)ccc3O[C@H]2[C@@H](CO)O1 | 21 | 37 | 1 | 2.3
COc1ccc(NC(=O)Nc2ccc3c(c2)C(=O)N([C@@H](C)CO)C[C@H](C)[C@@H](CN(C)S(=O)(=O)c2ccc(C)cc2)OCCCC[C@H](C)O3)cc1 | -70 | 102* | . | 5.6
CC(=O)N1[C@H](CNC(=O)CN(C)C)[C@@H](c2ccc(C3=CCCCC3)cc2)[C@@H]1CO | -6 | -4 | 7 | 2.5
O=C(C[C@H]1C[C@@H]2c3cc(NC(=O)C4CCOCC4)ccc3O[C@@H]2[C@H](CO)O1)NCc1ccc2c(c1)OCO2 | 23 | 4 | . | 0.9
CN(C)CC(=O)N[C@H]1CC[C@@H](CCn2cc(C3CCCC3)nn2)O[C@@H]1CO | 14 | -36 | 6 | 0.5
C[C@@H]1CCCCO[C@H](CN(C)S(=O)(=O)c2ccccc2)[C@H](C)CN([C@@H](C)CO)C(=O)c2cc(NS(=O)(=O)c3cccs3)ccc2O1 | . | ? | -6 | -0.7
CO[C@@H](CN(C)Cc1ccc(-c2ccccn2)cc1)[C@H](C)CN(C(=O)Nc1ccc(F)cc1)[C@H](C)CO | -56 | 50 | . | 2.2
Cc1ccc(S(=O)(=O)Nc2ccc3c(c2)C(=O)N([C@@H](C)CO)C[C@H](C)[C@@H](CN(C)C)OCCCC[C@H](C)O3)cc1 | 10 | -1 | -4 | -0.6
CCCN1[C@H](C(=O)N(C)C)[C@@H](CO)[C@@H]2Cn3c(ccc(C4=CCCCC4)c3=O)[C@@H]21 | -20 | . | 0 | 3.2
C[C@@H]1CCCCO[C@@H](CN(C)S(=O)(=O)c2cn(C)cn2)[C@@H](C)CN([C@H](C)CO)C(=O)c2cc(NC(=O)c3ccncc3)ccc2O1 | 7 | 23 | -26 | 1.1
C[C@H]1CN([C@@H](C)CO)C(=O)c2cc(C3=CCCC3)cnc2O[C@@H]1CN(C)Cc1ccccc1 | -53 | -12 | -6 | 0.1
CC(C)NC(=O)N1[C@H](C(=O)NC2CCC2)[C@@H](CO)[C@@H]2Cn3c(ccc(-c4ccccc4F)c3=O)[C@@H]21 | . | 9 | -6 | 0.3
Cc1noc(C)c1NC(=O)N(C)C[C@H]1Oc2ccc(NS(=O)(=O)c3cn(C)cn3)cc2C(=O)N([C@H](C)CO)C[C@@H]1C | 13 | 28 | . | -0.2
CCS(=O)(=O)Nc1ccc2c(c1)C(=O)N(C)[C@@H]1CC[C@@H](CC(=O)OC)O[C@H]1CO2 | 4 | 25 | -6 | -0.6
COc1ccc(S(=O)(=O)N2CCCCN3[C@H](CO)[C@H](c4ccc(C#CC(C)C)cc4)[C@H]3C2)cc1 | -69 | 102* | 45 | 0.2
CCCN1C[C@H](C)[C@H](OC)CN(C)C(=O)c2cc(NS(=O)(=O)c3cn(C)cn3)ccc2OC[C@@H]1C | 22 | -11 | . | 0.5
C[C@H](CO)N1C[C@H](C)[C@H](CN(C)C)OCCCC[C@H](C)Oc2ccc(NC(=O)CCC(F)(F)F)cc2C1=O | -6 | 33 | 0 | 0.3
CNC[C@H]1Oc2ccc(NC(=O)c3ccncc3)cc2CC(=O)N([C@@H](C)CO)C[C@H]1C | 16 | -4 | -6 | -0.2
C[C@@H]1CN([C@H](C)CO)C(=O)c2cc(NC(=O)Nc3ccc(C(F)(F)F)cc3)ccc2O[C@@H]1CN(C)Cc1ccc(C(=O)Nc2ccccc2N)cc1 | -75 | -58 | . | 1.2
O=C(Nc1ccc(F)cc1)N[C@H]1CC[C@H](CCn2cc(-c3ccccc3F)nn2)O[C@H]1CO | . | . | 1 | -1.2
O=C(NCC[C@@H]1CC[C@@H](NC(=O)C2CCC2)[C@H](CO)O1)c1ccc(F)cc1 | -8 | . | 2 | 4.9
COCC(=O)N1[C@H](C#N)[C@@H](c2ccccc2-c2cccc(OC)c2)[C@@H]1CO | -63 | . | 96 | 0.8
COc1ccc(NC(=O)Nc2ccc3c(c2)C(=O)N([C@H](C)CO)C[C@@H](C)[C@@H](CN(C)Cc2ccc(Cl)c(Cl)c2)O3)cc1 | 13 | 91 | . | -1.2
O=C(Cc1ccccc1)N1CC[C@H]2[C@H](CO)Nc3ccc(-c4ccccc4)cc3[C@H]21 | 12 | ? | 44 | -0.5
O=C(NC1CCC1)[C@H]1[C@H](CO)[C@H]2Cn3c(ccc(C4=CCCC4)c3=O)[C@@H]1N2C(=O)c1ccccc1 | -5 | 18 | 3 | -0.3
O=C(Cc1cccnc1)N1CC(=O)N2[C@@H](CO)[C@H](c3ccc(C4=CCCCC4)cc3)[C@@H]2C1 | 22 | . | 4 | 1.8
C[C@H]1CN([C@@H](C)CO)C(=O)c2cccc(NS(=O)(=O)c3ccc(F)cc3)c2O[C@@H]1CN(C)Cc1ccncc1 | 4 | 19 | -3 | 0.4
O=C(C[C@H]1C[C@@H]2c3cc(NC(=O)CC4CC4)ccc3O[C@@H]2[C@@H](CO)O1)NCCc1ccccc1 | -8 | -59 | -1 | 0.5
CC(C)C#Cc1ccc([C@H]2[C@@H](CO)N3C(=O)CN(C(=O)c4ccc5c(c4)OCO5)C[C@H]23)cc1 | 14 | . | -4 | -0.4
COc1cccc(-c2ccc3c(c2)[C@@H]2[C@@H](CCN2C(=O)C2CCOCC2)[C@H](CO)N3)c1 | -46 | 111* | 6 | -0.3
COc1ccccc1-c1ccc2c(c1)O[C@@H](CN(C)C(=O)Nc1cccc(F)c1)[C@@H](C)CN([C@H](C)CO)S2(=O)=O | -30 | -7 | 1 | -1.9
CN(C)CC#Cc1ccc([C@@H]2[C@H]3CN(C(=O)Cc4cccnc4)CC(=O)N3[C@H]2CO)cc1 | 42 | . | 2 | 1.2
CCCNC(=O)N1C[C@H]2[C@@H](c3ccccc31)[C@H](CO)N2Cc1ccc(OC)cc1 | -1 | 24 | -2 | 2.4
COc1ccc(C#Cc2ccc([C@@H]3[C@H]4CN(Cc5ccncc5)CCCCN4[C@H]3CO)cc2)cc1 | -30 | 10 | -4 | 4.9
COc1ccc(CNC(=O)C[C@@H]2C=C[C@@H](NC(=O)CN(C)C)[C@@H](CO)O2)cc1 | 7 | -21 | 1 | -1.6

Rewritten with values under each structure: part of the list above
Sequence of screens – Pf Dd2 growth | Tcruzi prolif | C diff growth | KDM4C inh
CN(C)CC#Cc1ccc([C@@H]2[C@H]3CN(C(=O)Cc4cccnc4)CC(=O)N3[C@H]2CO)cc1
→ 42 | . | 2 | 1.2
CCCNC(=O)N1C[C@H]2[C@@H](c3ccccc31)[C@H](CO)N2Cc1ccc(OC)cc1
→ -1 | 24 | -2 | 2.4

Going on with the list.
SMILES | Pf Dd2 growth | Tcruzi prolif | C diff growth | KDM4C inh
C/C=C/c1ccc([C@H]2[C@@H](CO)N(S(=O)(=O)CC)[C@H]2CN(C)C(=O)CC)cc1 | 11 | . | -2 | 1.0
O=C(C[C@H]1C=C[C@H](NC(=O)Cc2ccccn2)[C@@H](CO)O1)NCCc1ccccc1 | . | . | 2 | -3.0
CC(C)NC(=O)Nc1ccc2c(c1)CC(=O)N([C@H](C)CO)C[C@@H](C)[C@H](CN(C)C(=O)NC1CCCCC1)O2 | 2 | 0 | 2 | 1.6
O=C(C[C@@H]1C[C@@H]2c3cc(NC(=O)c4cccnc4)ccc3O[C@@H]2[C@H](CO)O1)NCC(F)(F)F | 16 | 1 | . | 0.7
CNC(=O)C[C@H]1CC[C@@H]2[C@H](COc3ccc(NS(=O)(=O)c4ccc(F)cc4)cc3C(=O)N2C)O1 | -5 | 30 | -2 | 0.0

High-throughput results from PubChem.
